GAA inh: blocks human lysosomal alpha-glucosidase; Potency, µM (titrated, usually from 76.9 µM), for the others: at the top dose activity change, negative = inhibition, usual class: inhibitors; purified human GAA, 4-MU-alpha-glucoside fluorescence; AID 1466; 200,000 compounds, 0.005% hits;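 further: plate controls were uninhibited enzyme wells for no effect and no-enzyme background for full effect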
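Activity normalized between no-enzyme (basal) and enzyme-only wells. Conditions: 4 nM human enzyme, 400 uM fluorogenic substrate, citrate/phosphate pH 5.0 with Tween-20, 20 min room temperature, compounds up to 77 uM.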
GAA glycogen: inhibitors or activators of human alpha-glucosidase glycogen cleavage | P10253 | recombinant GAA, glycogen substrate, Amplex Red glucose oxidase fluorescence | Potency, µM (doses to about 76.4 µM), inactives show top-dose activity change, negative = inhibition, usual class: inhibitors | 300,000 compounds, 0.38% hits | AID 2100;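 further: 0% = full enzyme reaction and -100% = no-enzyme basal signal; the screen sought inhibitors and activators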
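qHTS, 1536-well; enzyme 4 nM final; cpd up to 77 uM; substrate bovine liver glycogen 30 ug; 50 mM citrate/phosphate pH 5.0, 0.01% Tween-20; 37 C, 40 min; Amplex Red detection 45 min RT; Hill fit → AC50.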
GoLoco inh red: RGS12 GoLoco-Gai1 interaction inhibition; P63096; Gai1:RGS12 GoLoco peptide FP, rhodamine, 10 min; Potency, µM (doses to about 61.6 µM), without a hit: at the top dose activity, negative = inhibition, most hits filed as inhibitors; 230,000 compounds, 0.44% hits; AID 880; active means well fitted inhibition curve with a large enough effect, not every such curve was filed as active; inactive means no such curve, though single readings can be large or run the other way; further: on the % scale 0 is the no-effect control and ±100 the full control effect; nearly all actives have a fitted effect of over 30% in size; many of its hits are not listed in these tables
Target sequence (P63096 whole entry, looked up): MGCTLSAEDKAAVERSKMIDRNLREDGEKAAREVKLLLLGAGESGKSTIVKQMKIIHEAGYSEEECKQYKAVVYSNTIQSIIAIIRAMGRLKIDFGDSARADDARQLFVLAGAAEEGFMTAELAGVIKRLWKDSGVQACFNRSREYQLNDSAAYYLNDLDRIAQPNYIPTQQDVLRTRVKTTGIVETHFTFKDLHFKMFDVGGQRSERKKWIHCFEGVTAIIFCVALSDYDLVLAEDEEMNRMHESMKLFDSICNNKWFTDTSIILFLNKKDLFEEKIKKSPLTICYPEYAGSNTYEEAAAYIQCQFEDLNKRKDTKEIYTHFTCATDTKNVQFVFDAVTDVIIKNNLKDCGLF
HTT ATP protect: Huntington cell model cytoprotection by ATP luminescence; AID 1471; Potency, µM (top dose mostly 56.4 µM), for inactives: cytoprotection (ATP increase), hits mostly activators; PC12 HTT-Q103 induced, cytoprotection, ATP luminescence, 40 h; 230,000 compounds, 0.14% hits;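 further: % of control where 0% means no effect; nearly all actives have a fitted effect of over 45% in size; toxic huntingtin expression switched on by the ecdysone agonist tebufenozide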
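Compounds were screened for protection of PC12 cells against cell death after tebufenozide induction (100 nM final) of mutant Huntingtin exon 1 (Q103) fused to GFP.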
IMPase Li inh: membrane-permeable IMPase blocker, potentiated with lithium. CHO-M1 cells, IP1 TR-FRET (IP-One), carbachol + lithium. Potency, µM (highest dose often 59.4 µM), without a hit: at the top dose activity, negative = IMPase inhibition, usual class: inhibitors. 210,000 compounds, 0.35% hits. AID 1457;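 further: IP1 builds up when IMPase is blocked and the TR-FRET signal falls; plate controls were basal vehicle for no effect and high inhibitor control for full effect; nearly all actives have a fitted effect of over 50% in size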
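Readout is a homogeneous TR-FRET IP1 immunoassay (Ex 320, Em 665 and 620), where raised cytosolic IP1 lowers signal. Cells were CHO-M1 treated 30 min at 37C with test compounds plus a little lithium; AC50 values came from Hill-equation fitting.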
GAA spleen mod: lysosomal alpha-glucosidase (human) modulation; 240,000 compounds, 0.006% hits; Potency, µM (top dose mostly 79.9 µM), for the others: at the highest dose activity change, negative = inhibition, usual class: inhibitors; human spleen homogenate, 4-MU-alpha-glucoside fluorescence;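 further: 0% = enzyme with vehicle and -100% = no enzyme basal signal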
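Enzyme source: human spleen homogenate, 1 ug/well. Buffer 50 mM citric acid/K phosphate pH 5.0, 0.01% Tween-20. 4-MU-alpha-glucoside 1 mM; 37 C x 40 min; NaOH/glycine stop; fluorescence.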
HttQ103 aggreg: reduces HttQ103-GFP aggregates in PC12 cells; PC12 HttQ103-GFP aggregates, Acumen cytometry, 40 h; 220,000 compounds, 1.1% hits; AID 1688; Potency, µM (series often up to 46.1 µM), for inactives: top-dose activity change, negative = inhibition, hits mostly inhibitors; further: on the % scale 0 is the no-effect control and ±100 the full control effect; nearly all actives have a fitted effect of over 60% in size
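PC12 cells stably carrying ecdysone-inducible HTT exon 1 Q103–GFP were induced with tebufenozide (100 nM final) and treated with library compounds in titration. GFP aggregates in lysates were counted by laser scanning cytometry.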
An asterisk follows results filed as active; & = joins results of further samples; [ ] = dose if it differs, or a comment. Unless noted, the call rests on the fitted dose curve; in most records, active means well fitted curve in the direction sought with a large enough effect; inconclusive means small, poorly fitted or top-dose-only effect, or another doubt; inactive means no such curve, though single readings can be large; an effect the other way counts as inactive or inconclusive. Potency means the concentration at half of the fitted maximal effect. Only part of the results is shown. The share of hits here may be higher or lower than overall.

How did Cc1cc(C)n(Cc2ccc(NC(=O)c3nn(C)cc3[N+](=O)[O-])cc2)n1 do in these assays?
GAA inh: -12%; GAA glycogen: -22%; GoLoco inh red: -2%; HTT ATP protect: inconclusive; IMPase Li inh: 54%[activator][38.3 µM]; GAA spleen mod: 1%; HttQ103 aggreg: inconclusive

How did CCOC(=O)C(NC(=O)c1ccccc1F)(Nc1cc(C)on1)C(F)(F)F (centres undefined) do in these assays?
GAA inh: 0%; GAA glycogen: -1%; GoLoco inh red: 0%; IMPase Li inh: -1%; GAA spleen mod: -16%; HttQ103 aggreg: -7%

How did COc1ccc(N(CC(=O)Nc2ccccc2C(=O)N2CCOCC2)S(=O)(=O)c2ccc(F)cc2)cc1 do in these assays?
GAA inh: 3%; GAA glycogen: 0%; GoLoco inh red: 8%; HTT ATP protect: 5%[0.074 µM]; IMPase Li inh: 6%; GAA spleen mod: 3%; HttQ103 aggreg: -12%

What do the screens show for `O=C(Nc1cccc2cccc(NC(=O)c3ccco3)c12)c1ccco1`?
GAA inh: -1%; GAA glycogen: -2%; GoLoco inh red: 23%; HTT ATP protect: 17%; IMPase Li inh: 5%[38.3 µM]; GAA spleen mod: 3%; HttQ103 aggreg: -18%

Results for Cc1cc(C)c2c(NC(=O)CCl)nn(C)c2n1 ?
GAA inh: 2%; GAA glycogen: -2%; GoLoco inh red: -3%; HTT ATP protect: -40%[10 µM]; IMPase Li inh: -4%; GAA spleen mod: 10%; HttQ103 aggreg: inconclusive

How did CC(C)NC(=S)NCc1cccs1 do in these assays?
GAA glycogen: -9%; GoLoco inh red: 1%; HTT ATP protect: -12%[10 µM]; IMPase Li inh: 4%; GAA spleen mod: -7%; HttQ103 aggreg: -8%[9.22 µM]

How did O=C(CN1C(=O)C2CC=CCC2C1=O)NC1=NCCS1 (centres undefined) do in these assays?
GAA inh: 7%; GAA glycogen: 11%; GoLoco inh red: 5%; HTT ATP protect: -2%[10 µM]; IMPase Li inh: 1%[38.3 µM]; GAA spleen mod: 3%; HttQ103 aggreg: 13%

Results for CSCCC1NC(=O)N(CC(=O)Nc2ccc(Br)cc2Br)C1=O (centres undefined) ?
GAA inh: -12%; GAA glycogen: -3%; GoLoco inh red: 0%; HTT ATP protect: 18%[10 µM]; GAA spleen mod: -3%; HttQ103 aggreg: 4%[9.22 µM]

How did Cn1c(N2CCN(C(=O)C34CC5CC(CC(C5)C3)C4)CC2)nc2ccccc21 do in these assays?
GAA inh: -6%; GAA glycogen: 5%; GoLoco inh red: 2%; HTT ATP protect: 0%; IMPase Li inh: 4%[38.3 µM]; GAA spleen mod: 7%; HttQ103 aggreg: -18%

What do the screens show for `O=c1c2c3c(sc2n2cnnc2n1-c1ccccc1)N(Cc1ccccc1)CCC3`?
GAA inh: -13%; GAA glycogen: 11%; GoLoco inh red: 3%; HTT ATP protect: -11%; IMPase Li inh: 4%[38.3 µM]; GAA spleen mod: 1%; HttQ103 aggreg: 13%[9.22 µM]

Results for O=C1Nc2ccccc2CCC1Sc1nnc(-c2ccc(Cl)cc2)s1 (centres undefined) ?
GAA inh: -3%; GAA glycogen: 3%; GoLoco inh red: 6%; HTT ATP protect: 0%[10 µM]; IMPase Li inh: 17%; GAA spleen mod: -9%; HttQ103 aggreg: inconclusive

What do the screens show for `N#Cc1ccc(C23CC4(C2)[C@H](CN(CC2CCCCC2)[C@@H]4c2ccccc2)C3c2ccc(Cl)nc2)cc1` (some centres undefined)?
GAA glycogen: 0%; GoLoco inh red: 4%&0%; HTT ATP protect: -39%[inhibitor]; IMPase Li inh: 4%; GAA spleen mod: -4%&-9%; HttQ103 aggreg: -23%[9.22 µM]

How did CCCc1[nH]n(-c2ccc([N+](=O)[O-])cc2)c(=O)c1C=NCCc1ccc(OC)c(OC)c1 do in these assays?
GAA inh: 3%; GAA glycogen: 8%; GoLoco inh red: -1%; HTT ATP protect: 36%[10 µM]; IMPase Li inh: 6%; GAA spleen mod: -1%; HttQ103 aggreg: 22%[9.22 µM]

What do the screens show for `CN=Cc1c(NC)nc2c(C)cccn2c1=O`?
GAA inh: 1%; GAA glycogen: 1%; GoLoco inh red: 7%; HTT ATP protect: -10%; IMPase Li inh: 0%[38.3 µM]; GAA spleen mod: 7%; HttQ103 aggreg: 2%

Results for O=C(OCC(=O)N1CCOCC1)C(c1ccccc1)c1ccccc1 ?
GAA inh: -4%; GAA glycogen: 3%; GoLoco inh red: -4%; HTT ATP protect: -7%[10 µM]; IMPase Li inh: -9%[38.3 µM]; GAA spleen mod: -4%; HttQ103 aggreg: 3%

What do the screens show for `C=CCN1C=C2C(=O)C(C)(OC(=O)C3CCCC3)C(=O)C(c3ccccc3)=C2C=C1CCCC(=O)OC` (centres undefined)?
GAA glycogen: 12%; GoLoco inh red: 0%[14.2 µM]; HTT ATP protect: -4%&1%[10 µM]; IMPase Li inh: 4%; GAA spleen mod: -2%[17.4 µM]; HttQ103 aggreg: 12%[9.22 µM]

How did Oc1c(C2=NCCNC(C(F)(F)F)=C2)ccc2ccccc12 do in these assays?
GAA inh: -5%; GAA glycogen: -14%; GoLoco inh red: 10%; HTT ATP protect: -80%[inhibitor]; IMPase Li inh: 7%; GAA spleen mod: -3%; HttQ103 aggreg: 8%[9.22 µM]

How did O=C(NNC1CC(=O)N(c2ccccc2)C1=O)c1cccnc1 (centres undefined) do in these assays?
GAA inh: -6%; GAA glycogen: inconclusive; GoLoco inh red: 4%; HTT ATP protect: 25%[10 µM]; GAA spleen mod: -5%; HttQ103 aggreg: 17%[9.22 µM]

Results for COc1ccc(N2C(=O)CS(=O)C(c3ccccc3)C2=O)cc1 (centres undefined) ?
GAA inh: 3%; GAA glycogen: -19%; GoLoco inh red: -14%; HTT ATP protect: -11%; IMPase Li inh: 3%; GAA spleen mod: 0%; HttQ103 aggreg: 3%[9.22 µM]

How did CC(NC(=O)c1nn(C)c(=O)c2ccccc12)c1ccc(F)cc1 (centres undefined) do in these assays?
GAA inh: -2%; GAA glycogen: 4%; GoLoco inh red: 6%; HTT ATP protect: 9%; IMPase Li inh: 25%[38.3 µM]; GAA spleen mod: 2%; HttQ103 aggreg: -16%

Results for O=c1c2cn[nH]c2nc(SCc2c(F)cccc2F)n1-c1ccc(Cl)cc1 ?
GAA inh: -36%; GAA glycogen: -9%; GoLoco inh red: 1%; HTT ATP protect: 1%; IMPase Li inh: 16%; GAA spleen mod: 0%; HttQ103 aggreg: inconclusive

What do the screens show for `COc1ccc(CNC(=O)C(C)Cc2ccccc2)cc1O` (centres undefined)?
GAA inh: 0%; GAA glycogen: inconclusive; GoLoco inh red: -1%&-3%; HTT ATP protect: -6%; IMPase Li inh: -3%&-9%; GAA spleen mod: -1%&2%; HttQ103 aggreg: 3%

How did Cc1ccccc1NC(=O)CSc1nc(N)c(C#N)c(-c2cccs2)c1C#N do in these assays?
GAA inh: inconclusive; GAA glycogen: 7%; GoLoco inh red: 13%; HTT ATP protect: 18%[0.074 µM]; IMPase Li inh: 5µM*; GAA spleen mod: -11%; HttQ103 aggreg: 1%

What do the screens show for `O=C(COc1ccc(Cl)cc1Cl)NCCCCc1ccccc1`?
GAA inh: 0%; GAA glycogen: -7%; GoLoco inh red: 16%; HTT ATP protect: inconclusive; IMPase Li inh: -17%[38.3 µM]; GAA spleen mod: -7%; HttQ103 aggreg: 2%

Grouped by structure, the compounds so far with a cyano group.
What do the screens show for `N#Cc1ccc(C23CC4(C2)[C@H](CN(CC2CCCCC2)[C@@H]4c2ccccc2)C3c2ccc(Cl)nc2)cc1` (some centres undefined)?
GAA glycogen: 0%; GoLoco inh red: 4%&0%; HTT ATP protect: -39%[inhibitor]; IMPase Li inh: 4%; GAA spleen mod: -4%&-9%; HttQ103 aggreg: -23%[9.22 µM]

How did Cc1ccccc1NC(=O)CSc1nc(N)c(C#N)c(-c2cccs2)c1C#N do in these assays?
GAA inh: inconclusive; GAA glycogen: 7%; GoLoco inh red: 13%; HTT ATP protect: 18%[0.074 µM]; IMPase Li inh: 5µM*; GAA spleen mod: -11%; HttQ103 aggreg: 1%

(listing goes on)
Results for O=C(/C(=C(\[O-])c1ccccc1)[n+]1ccc2ccccc2c1)c1ccc([N+](=O)[O-])cc1 ?
GAA inh: 0%; GAA glycogen: -1%; GoLoco inh red: -6%; IMPase Li inh: -2%; GAA spleen mod: 1%; HttQ103 aggreg: -8%

Results for C=CCSc1nnc(-c2cc3c(C(F)(F)F)nn(C)c3s2)n1C ?
GAA inh: -4%; GAA glycogen: -4%; GoLoco inh red: 13%; HTT ATP protect: -16%; IMPase Li inh: 1%[38.3 µM]; GAA spleen mod: -6%; HttQ103 aggreg: -19%

Results for CC(C)OC(=O)C1C(=O)CC(C)(O)C(C(=O)OC(C)C)C1c1ccc([N+](=O)[O-])cc1 (centres undefined) ?
GAA inh: 5%; GAA glycogen: -8%; GoLoco inh red: 11%; IMPase Li inh: 12%; GAA spleen mod: 3%

Results for CCCNC(=O)Nc1cc(S(=O)(=O)CC)ccc1O ?
GAA glycogen: 0%; GoLoco inh red: 1%; HTT ATP protect: -1%[10 µM]; GAA spleen mod: 6%; HttQ103 aggreg: 15%[9.22 µM]

What do the screens show for `Cc1ccc(S(=O)(=O)Nc2ccc(Br)cc2/C=N/n2cnnc2)cc1`?
GAA inh: -9%; GAA glycogen: 6%; GoLoco inh red: -5%; HTT ATP protect: -26%; IMPase Li inh: -18%[38.3 µM]; GAA spleen mod: -9%; HttQ103 aggreg: 2.2µM*

Results for COc1ccccc1-c1nnc(SCC(=O)Nc2cc(C)on2)o1 ?
GAA inh: 2%; GAA glycogen: -4%; GoLoco inh red: 5%; HTT ATP protect: -12%; IMPase Li inh: -13%[38.3 µM]; GAA spleen mod: 1%; HttQ103 aggreg: 19%

What do the screens show for `CC1(C)Cc2cccc(OCC(=O)Nc3ccccc3N3CCOCC3)c2O1`?
GAA inh: -5%; GAA glycogen: 0%; GoLoco inh red: 1%; HTT ATP protect: -16%; IMPase Li inh: 7%[38.3 µM]; GAA spleen mod: -25%; HttQ103 aggreg: 3%

How did Fc1cccc(CN2CCN(c3ncccn3)CC2)c1 do in these assays?
GAA inh: 1%; GAA glycogen: -3%; GoLoco inh red: -15%; HTT ATP protect: -3%; IMPase Li inh: 27%[38.3 µM]; GAA spleen mod: -2%; HttQ103 aggreg: 9%

Results for NC(=O)COc1cccc(/C=N/NC(=O)c2ccc(-n3cccc3)cc2)c1 ?
GAA glycogen: 5%; GoLoco inh red: -9%; HTT ATP protect: 10%[10 µM]; GAA spleen mod: 3%; HttQ103 aggreg: -2%[9.22 µM]

Source: PubChem BioAssay (National Center for Advancing Translational Sciences (NCATS))
